AHR activator – human AHR activation; hit rate 2.5% among 320,000; AID 2796; activation, % at 5 µM; P35869; AHR-responsive luciferase reporter cells, luminescence; in the data active = activation above about 47%;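 note: 0% = vehicle wells and 100% = reference agonist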
Target sequence (P35869 whole entry, looked up): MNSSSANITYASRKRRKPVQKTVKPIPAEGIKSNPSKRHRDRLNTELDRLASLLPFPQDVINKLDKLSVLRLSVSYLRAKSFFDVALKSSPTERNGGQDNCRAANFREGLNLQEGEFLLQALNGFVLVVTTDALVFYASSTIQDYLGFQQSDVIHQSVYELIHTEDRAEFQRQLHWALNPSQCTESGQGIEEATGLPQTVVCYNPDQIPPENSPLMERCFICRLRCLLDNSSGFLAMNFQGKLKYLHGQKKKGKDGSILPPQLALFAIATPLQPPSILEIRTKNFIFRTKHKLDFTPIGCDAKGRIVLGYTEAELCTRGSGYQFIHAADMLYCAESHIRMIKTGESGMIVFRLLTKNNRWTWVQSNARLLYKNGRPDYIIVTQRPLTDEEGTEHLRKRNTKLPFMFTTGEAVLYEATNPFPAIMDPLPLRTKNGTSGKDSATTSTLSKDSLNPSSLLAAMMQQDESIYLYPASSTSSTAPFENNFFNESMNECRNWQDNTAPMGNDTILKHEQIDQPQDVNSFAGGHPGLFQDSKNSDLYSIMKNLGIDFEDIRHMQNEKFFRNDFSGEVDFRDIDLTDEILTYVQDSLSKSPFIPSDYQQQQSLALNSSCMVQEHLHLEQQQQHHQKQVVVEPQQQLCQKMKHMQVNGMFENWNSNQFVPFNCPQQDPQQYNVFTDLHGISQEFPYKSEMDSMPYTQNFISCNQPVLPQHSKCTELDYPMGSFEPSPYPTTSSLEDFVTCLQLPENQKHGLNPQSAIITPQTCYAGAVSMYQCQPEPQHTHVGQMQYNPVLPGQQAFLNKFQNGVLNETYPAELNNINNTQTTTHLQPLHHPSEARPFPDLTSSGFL
MEP2-GFP yeast – modulators of TOR pathway MEP2-GFP in S. cerevisiae; S. cerevisiae MEP2-GFP strain, flow cytometry GFP, 3 h; 100% = DMSO control level; GFP response vs DMSO, % at 10 µM; hit rate 0.51% among 330,000; AID 2016;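 active = GFP response versus DMSO above a set limit, roughly screen mean plus 3 SD, cut at about 180% in these data; inconclusive = fewer than 70 cells counted for a yeast strain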;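 note: median GFP fluorescence of the barcode-gated MEP2-GFP cells per well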
Efflux pump mplx – antifungal efflux pump inhibition, Nile Red retention; inhibition, % at 10 µM; S. cerevisiae Candida pump triplex; hit rate 0.44% among 330,000;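 active = plate passing quality check with inhibition over a set limit, or well fluorescence over plate mean plus 4 SD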;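 note: Nile Red retained in pooled yeast measured as flow cytometry median fluorescence; 0% = buffer negative control and 100% = Enniatin B positive control; higher means more Nile Red kept so more efflux inhibition; some compounds called inactive have numbers as strong as hits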
Yeast superoxide – lowers age-related superoxide in aged yeast cells; hit rate 0.18% among 330,000; S. cerevisiae aged cells, superoxide DHE fluorescence; active compounds read low; superoxide response (% of plate mean), % at 10 µM;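 active = superoxide response under a set limit, about three screen SD below normal, cut at about 65% in these data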;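 note: yeast aged for seven days with compound at 30 °C before DHE staining; 100% = average MFI of all compound-treated wells on the plate with controls excluded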
AGP1-GFP MLPCN – alters AGP1-GFP fluorescence in TOR pathway yeast screen; S. cerevisiae AGP1-GFP multiplex flow cytometry, 3 h; GFP as percent of DMSO wells; GFP response vs DMSO, % at 10 µM; hit rate 0.02% among 320,000; AID 2066;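 active = GFP response relative to DMSO above a set limit, near screen average plus 3 SD, cut at about 150% in these data; inconclusive = fewer than 70 cells counted for the yeast strain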;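 note: median GFP channel fluorescence of the gated AGP1 strain per well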
CIT2-GFP yeast – modulators of TOR pathway CIT2-GFP in S. cerevisiae; AID 2029; hit rate 0.065% among 320,000; S. cerevisiae CIT2-GFP strain, flow cytometry, 3 h; 100 means same as DMSO wells; GFP response vs DMSO, % at 10 µM;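 active = GFP response relative to DMSO above a set limit, near the screen mean plus 3 SD, cut at about 150% in these data; inconclusive = Fewer than 70 cells measured for a yeast strain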;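 note: ratio of well median GFP fluorescence to mean of DMSO wells on the plate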
RPL19A TOR yeast – alters RPL19A-GFP fluorescence in TOR pathway yeast screen | S. cerevisiae RPL19A-GFP strain, flow cytometry, 3 h; active compounds read low | percent response vs DMSO, % at 10 µM | hit rate 0.3% among 330,000 | AID 2025;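 active = percent response vs DMSO below 50%; inconclusive = fewer than 70 events counted for the yeast strain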;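 note: median channel GFP fluorescence of the barcoded RPL19A-GFP strain; ratio of sample median GFP to plate DMSO average so 100% = DMSO; lower means less RPL19A-GFP as with rapamycin TOR inhibition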
LAP4 TOR yeast – alters LAP4-GFP fluorescence in TOR pathway yeast screen; S. cerevisiae LAP4-GFP multiplex, flow cytometry GFP, 3 h; median GFP as percent of DMSO wells; GFP response vs DMSO, % at 10 µM; hit rate 0.34% among 320,000; AID 2023;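 active = GFP response vs DMSO above a set limit, about the screen mean plus 3 SD, cut at about 150% in these data; inconclusive = under 70 cell events counted for the yeast strain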
* marks the source's active call; other numbers are inactive results; ? = inconclusive; [ ] = dose if it differs, or a comment.

#	structure	AHR activator	MEP2-GFP yeast	Efflux pump mplx	Yeast superoxide	AGP1-GFP MLPCN	CIT2-GFP yeast	RPL19A TOR yeast	LAP4 TOR yeast
1	Cn1c(C(=O)OC(C(=O)NC2CCCCC2)c2ccncc2)cc2sccc21 (configuration not stated)	0	104	0.2	108	108	105	102	99
2	COc1ccc(CCC(=O)OCC(=O)N2CCN(S(=O)(=O)c3ccc(C)cc3C)CC2)cc1	1	96	-0.1	101	95	95	98	101
3	CCc1nnc(NS(=O)(=O)c2ccc(N/C=C(\C=O)c3nc4cc(Cl)ccc4o3)cc2)s1	23	99	0.0	137	98	95	97	106
4	O=C(Nc1nncs1)c1c(F)c(F)c(F)c(F)c1F	1	94	0.1	106	100	95	98	118
5	Cc1cccc2c(=O)c(C(=O)NCc3ccc(F)cc3)c[nH]c12	-1	100	-0.1	93	98	100	92	90
6	Cc1ccc(C)c(C(=O)OCC(=O)Nc2ccc(N3CCOCC3)cc2)c1	2	104	0.0	101	97	96	102	96
7	COc1ccc(OCC(=O)N2CCN(c3nnc(-c4ccc(C)cc4)c4ccccc34)CC2)cc1	-1	92	0.2	92	100	83	90	106
8	O=C(NCc1ccc(F)cc1F)c1cc(COc2c(F)cccc2F)on1	-3	95	-0.1	110	97	102	97	105
9	CCOC(=O)C1=NN(c2ccc([N+](=O)[O-])cc2)CC1C(=O)OC (configuration not stated)	-2	112	-0.2	102	97	104	103	99
10	O=C(CN1CCCCC1)c1c[nH]c2ccccc12	20	111	0.2	98	101	100	107	99
11	O=C1c2cccnc2C(Nc2ccccc2)N1Cc1ccco1 (configuration not stated)	20	94	0.0	116	93	96	92	89
12	COc1ccc(N2CCN(CCCNC(=O)CC3Oc4ccc(C)cc4NC3=O)CC2)cc1 (configuration not stated)	0	109	-0.2	107	102	102	103	104
13	CCOC(=O)c1c2c(n(C)c1COC)C(=O)C(=O)c1ccc(Br)cc1-2	-3	101	-0.2	102	109	113	104	103
14	COc1ccccc1N(C)S(=O)(=O)c1ccc(C(=O)OCC(=O)Nc2ccc(C(N)=O)cc2)cc1	-1	99	0.0	96	102	100	100	104
15	CC(=O)OCC(=O)N1N=C(c2ccc3ccccc3c2)CC1c1ccccc1 (configuration not stated)	4	103	0.0	95	93	94	98	92
16	Cc1ccccc1OCC(=O)N/N=C/c1ccc(Sc2nc3ccccc3s2)o1	8	107	-0.1	84	107	112	104	104
17	COc1ccc(CC(=O)n2nc(-c3ccc(Cl)cc3)nc2NCc2ccco2)cc1	-5	100	0.1	86	95	107	100	99
18	CCCn1c(N)c(C(=O)CSc2nncs2)c(=O)[nH]c1=O	7	97	0.0	89	98	95	101	101
19	CC(=O)c1ccc(OC(=O)C(CCS(C)(=O)=O)N2C(=O)c3ccccc3C2=O)cc1 (configuration not stated)	2	92	-0.1	105	105	101	104	104
20	O=c1oc(-c2ccccc2)nc2ccsc12	7	98	-0.2	162	92	92	94	101
21	CN(C)CCNC(=O)C(=O)NCC1CCCN1S(=O)(=O)c1cccs1 (configuration not stated)	3	94	0.0	97	105	104	97	109
22	CS(=O)(=O)c1ccc2nc(NC(=O)C3CCCCC3)sc2c1	1	94	0.0	117	91	94	95	89
23	COc1ccc(/C=N/NC(N)=S)cc1	4	102	-0.2	107	109	99	100	104
24	CCOC(=O)C1(CCc2ccccc2)CCN(C(=O)CCc2cnccn2)CC1	1	102	0.0	88	102	98	102	96
25	Cc1cccc(OCC(=O)NNC(=O)c2cc(S(=O)(=O)N(C)C)ccc2N2CCCC2)c1	-1	92	0.0	69	94	94	91	93
26	O=C(Nc1nc2ccccc2n1CCN1CCCC1)C1CCCCC1	17	98	0.0	98	99	97	98	101
27	CCOC(=O)c1ccc(N(CC(=O)NC2CCCCC2)C(=O)CNC(=O)c2ccco2)cc1	0	87	0.1	86	96	102	99	93
28	O=C(NC(NC(=S)Nc1cccc(Cl)c1)C(Cl)(Cl)Cl)OCc1ccccc1 (configuration not stated)	8	101	-0.1	106	107	101	97	103
29	O=[N+]([O-])/C(C(Cl)=C(Cl)Cl)=C(/Sc1ccccc1)N1CCCCC1	0	92	0.0	94	101	101	98	94
30	CCOC(=O)C1=C(C)N(CCCC(=O)O)C(=O)NC1c1ccc(Cl)cc1 (configuration not stated)	-2	97	0.0	106	93	114	99	137

The list goes on.
#	structure	AHR activator	MEP2-GFP yeast	Efflux pump mplx	Yeast superoxide	AGP1-GFP MLPCN	CIT2-GFP yeast	RPL19A TOR yeast	LAP4 TOR yeast
31	O=C(c1ccc([N+](=O)[O-])cc1)N1CCN(c2ncccn2)CC1	-2	99	-0.2	100	106	99	97	100
32	COc1ccc(N2C(=NC(=O)CC3CCCCC3)SC3CS(=O)(=O)CC32)cc1 (configuration not stated)	1	91	0.0	80	92	105	96	84
33	CC1=C(/C=C/C(=O)O)C(C)(C)CCC1	-1	100	-0.2	102	95	84	95	97
34	CCCCn1c(=O)c2ccccc2n2c(=S)[nH]nc12	4	236*[may fluoresce violet]	-0.1	91	?	?	43*[may fluoresce violet]	100[may fluoresce violet]
35	CC1Cc2nc(SCC(=O)NC3CCCCC3)n(C)c(=O)c2S1 (configuration not stated)	0	98	0.0	98	80	69	113	91
36	N#Cc1ccccc1Sc1ccccc1C(=O)OCC(=O)NC1CCS(=O)(=O)C1 (configuration not stated)	2	103	0.5	116	99	99	104	92
37	CCN(CC)c1ccc2c(c1)C(=O)N(C)C2=O	3	103	0.0	98	104	102	105	104
38	COc1ccccc1OCCC(=O)Nc1cccc(S(=O)(=O)N2CCCCC2)c1	-1	143	-0.6	97	105	93	111	108
39	COc1ccc(OC)c(-c2nc(C(=O)NCCCN3CCOCC3)cc3c2[nH]c2ccccc23)c1	13	109	-0.1	83	106	107	100	103
40	Cc1cc(C)nc(N2CCN(CC(=O)NCc3ccccc3)CC2)n1	2	97	0.9	99	98	86	98	90
41	COc1ccc(NC(=O)CNC(=O)c2ccco2)cc1S(=O)(=O)Nc1cc(C)ccc1Br	0	100	-0.1	87	100	110	100	92
42	CN(C)CCOC(=O)CC12CC3CC(C1)CC(CC(=O)OCCN(C)C)(C3)C2	0	102	0.0	100	98	99	104	95
43	NC(=O)C1CCN(Cc2nc3c(Br)cc(Br)cc3c(=O)[nH]2)CC1	-1	102	0.2	88	106	96	100	104
44	CC1=C(C(=O)OC(C)C)C(c2c[nH]c3ccccc23)n2ncnc2N1 (configuration not stated)	7	100	-0.1	89	104	103	98	101
45	Cc1ccccc1CN1CCNC(=O)C1CC(=O)N(C)CCC1CCOCC1 (configuration not stated)	1	120	0.1	79	105	107	106	100
46	COc1ccccc1OCC(=O)Nc1sc2c(c1C(=O)NCC1CCCO1)CCC2 (configuration not stated)	1	94	2.9	74	96	92	91	98
47	CN(C)S(=O)(=O)c1cccc(N=c2scc(-c3ccc4c(c3)NC(=O)CO4)n2CC2CCCO2)c1 (configuration not stated)	46	99	-0.1	112	106	111	104	105
48	O=C(NCC1CCCO1)C1CCC(N2C(=O)c3ccccc3C2=O)CC1 (configuration not stated)	0	103	-0.1	124	104	96	102	106
49	Cc1nc2sc3c(c2c(=O)n1N)CCC3	2	92	0.0	104	94	88	92	100
50	CN(C)C(=O)N1CCC(C(=O)NCc2ccc(F)cc2)CC1	-3	105	0.3	99	96	95	100	96
51	Cn1nc(-c2ccccc2)cc1NS(=O)(=O)c1ccc(C#N)cc1	0	100	0.0	98	104	96	100	116
52	CCCC(C(=O)NC(C)(C)CC)N(CC1CCCO1)C(=O)CNS(=O)(=O)c1ccc(F)cc1 (configuration not stated)	3	110	-0.1	107	100	103	100	97
53	COc1cccc(C(C(=O)NC2CCCC2)N(C(=O)c2ccco2)c2ccc(-n3cnnn3)c(C)c2)c1OC (configuration not stated)	1	98	-0.1	107	94	100	94	98
54	Cc1cc(NC(=O)CCC(=O)N(c2ccccc2)C(C(=O)NC2CCCC2)c2ccc(F)cc2)no1 (configuration not stated)	0	101	0.0	98	100	98	104	97
55	Cc1cc(Cl)c2oc(C(=O)NCC(C)(C)N3CCOCC3)c(C)c2c1	19	99	0.6*	91	90	91	102	92
56	CC/C(=N\NC(=O)c1c(C)nc2ccccn12)c1ccccc1	17	97	0.0	85	96	99	100	95
57	O=C(Nc1cccc(Cl)c1)c1ccncc1	17	98	0.0	106	93	85	96	103
58	CCc1ccc2oc(C(=O)Nc3ccc(S(N)(=O)=O)cc3)c(C)c2c1	-5	100	0.1	112	100	103	99	95
59	Cc1ccc2nc(COc3ccc(N(C)S(=O)(=O)c4ccccc4)cc3)cc(=O)n2c1	-7	100	0.2	102	103	89	98	93
60	CCN(CC)c1ccc(N2C(=O)/C(=C/c3cccnc3)SC2=S)cc1	32	96	0.2	112	98	89	95	104

(list continues)
#	structure	AHR activator	MEP2-GFP yeast	Efflux pump mplx	Yeast superoxide	AGP1-GFP MLPCN	CIT2-GFP yeast	RPL19A TOR yeast	LAP4 TOR yeast
61	CCOc1ccc(CCNC(=O)Nc2cccc(OC)c2)cc1OCC	4	102	-0.2	79	103	101	102	106
62	O=C(CN1c2ccccc2Sc2ccccc21)N/N=C/c1ccccc1	0	99	0.1	101	103	95	99	106
63	CCOc1ccc(CCNC(=O)CSc2ncn[nH]2)cc1OCC	1	106	0.0	89	103	104	107	97
64	CN(C)CCCNC1=CC(=O)OC12CCCCC2	-1	106	0.1	94	102	106	99	109
65	Cc1ccnc(NS(=O)(=O)c2ccc(-n3cccn3)cc2)c1	1	105	0.1	117	102	98	102	101
66	COc1ccc(NC(=O)CN(C)CC(=O)NC(=O)NC2CCCCC2)cc1	0	98	0.1	94	100	97	96	100
67	COc1cccc(-c2cc(-c3cccnc3)nc(N)c2C#N)c1	29	101	0.2	101	102	105	101	105
68	CCCC(NC(=S)NCC1CCCO1)C12CC3CC(CC(C3)C1)C2 (configuration not stated)	-2	103	-0.1	105	111	101	97	124
69	CN(CC(=O)Nc1cccc(F)c1)C(=O)Cn1cnc2c1c(=O)n(C)c(=O)n2C	0	103	-0.1	90	101	100	101	100
70	N=c1c(C(=O)NCc2ccc3c(c2)OCO3)cc2c(=O)n3ccccc3nc2n1CC1CCCO1 (configuration not stated)	3	101	0.1	102	96	102	97	92
71	CC(C)(C)C(=O)CNS(=O)(=O)c1ccc(S(=O)(=O)NC2CC2)cc1	0	92	-0.2	93	92	105	94	82
72	O=C1c2cccc3cccc(c23)C(=O)N1CC1CCCO1 (configuration not stated)	30	99	0.0	106	91	97	94	88
73	Cn1c(CCN2CCOCC2)nc2cc(NC(=O)COc3ccccc3)ccc21	-3	102	0.1	100	109	104	105	110
74	COc1ccc(C2Cc3ccccc3C(=O)O2)cc1 (configuration not stated)	1	90	0.0	82	85	79	93	98
75	O=C(COC(=O)Cc1cn2ccsc2n1)NC12CC3CC(CC(C3)C1)C2	0	92	0.1	107	99	86	98	98
76	C=C(C)CSc1nc2ccccc2c(=O)n1-c1c(C)n(C)n(-c2ccccc2)c1=O	-2	95	0.1	101	104	100	100	103
77	O=C(O)CC1NC(=O)N(C2CCCCC2)C1=O (configuration not stated)	0	103	-0.1	89	110	106	109	105
78	Cc1ccc(F)c(N=Cc2c(O)c3ccccc3oc2=O)c1	2	114	0.0	97	86	99	101	92
79	Cc1ccc(NC(=O)C2CCCC2)cc1S(=O)(=O)N1CCOCC1	0	102	-0.3	110	99	105	100	99
80	CC12OC1C1(O)CCCC1=CC2=O (configuration not stated)	1	87	0.0	100	83	91	95	126
81	c1ccc(CN(Cc2ccccc2)Cc2nnc(-c3cc4ccccc4[nH]3)s2)cc1	13	95	-0.1	105	87	88	105	85
82	O=C(Cc1cccs1)Nc1ccccc1NC(=O)Cc1cccs1	2	92	0.1	113	85	86	87	86

Bioassay records: PubChem, several laboratories
